Source: PubChem (Sanford-Burnham Center for Chemical Genomics)
VHR inh color: blocks the human dual specificity phosphatase VHR1 | P51452 | recombinant VHR phosphatase, colorimetric substrate read-out | inhibition, % at 20 µM | hit rate 0.7% among 50,000 | AID 1992; in the data active means inhibition above about 60%; further: some results filed as inactive read as strong as hits
Target sequence (P51452 whole entry, looked up): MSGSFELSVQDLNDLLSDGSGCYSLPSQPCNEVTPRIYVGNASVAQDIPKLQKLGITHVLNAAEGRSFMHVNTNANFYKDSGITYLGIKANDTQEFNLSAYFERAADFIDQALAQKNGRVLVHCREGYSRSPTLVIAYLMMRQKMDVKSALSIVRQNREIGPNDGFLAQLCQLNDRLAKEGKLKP
Numbers without * were called inactive. This is a subset; count on the stated rates, not on these rows.

SMILES	VHR inh color
CCOc1cc(C(=O)Nc2ccc(OC)cc2)cc(OCC)c1OCC	-17
COC(=O)/C(=C\C(=O)c1ccccc1)Nc1ccccc1	-19
CC/C(C)=N/NC(=O)c1[nH]c2ccc(C)cc2c1-c1ccccc1	15
O=C(NCCC1=CCCCC1)C(=O)Nc1ccccc1F	-17
CN1C(=O)/C(=C\c2ccccc2OCCOc2ccc([N+](=O)[O-])cc2)SC1=S	1
Cc1cc(-c2ccc(C=C3C(=O)N(C)C(=O)N(C)C3=O)o2)cc([N+](=O)[O-])c1C	-13
CC(=O)n1cc(C2C(=O)CC(C)(C)CC2=O)c2ccccc21	1
Cc1nc2cc(N=Cc3cc(C(C)(C)C)c(O)c(C(C)(C)C)c3)ccc2n1C	-11
O=C(Nc1ccc(F)cc1)C1CC(=O)N(c2ccc(Cl)cc2)C1 (centres undefined)	-14
CS(=O)(=O)N(Cc1ccccc1)c1ccc(C(=O)Nc2ccc3c(c2)OCO3)cc1	-1
CCOc1ccc(N(CC(=O)Nc2cc(C)ccc2C)S(C)(=O)=O)cc1	-50
O=C(CCc1ccccc1)NCCOc1ccccc1	-14
Cc1ccc(C(=O)Nc2nc(-c3ccccc3)c(C)s2)cc1	-2
CCc1ccc(/C=C2/C(=O)NC(=O)N2C(C)=O)cc1	2
Cc1cc(/C=N/c2nc3ccc(Br)cc3n2C)c(O)c([N+](=O)[O-])c1	18
CCN(CC)c1ccc(/C=N/Nc2nncc(-c3ccccc3)n2)cc1	-36
O=S(=O)(c1ccc(Br)cc1Br)n1nnc2ccccc21	-20
CN(C)c1ccc(/C=C2\C(=O)NC(=O)N(c3ccc(Cl)cc3)C2=O)o1	4
O=C(Nc1ccccc1Cl)C(c1ccccc1)c1ccccc1	-1
Cc1ccc(NC(=O)CN(c2cccc(Br)c2)S(=O)(=O)c2ccccc2)cc1C	-5
CCc1ccc(NC(=O)C(=O)NCCN2CCN(C(=O)C(c3ccccc3)c3ccccc3)CC2)cc1	3
CC(=O)Oc1ccc2c(C)cc(=O)oc2c1I	3
CCOc1ccccc1NC(=O)c1ccc(OC)cc1OC	10
CSc1ccccc1NC(=O)CC1Sc2ccccc2NC1=O (centres undefined)	93
COc1ccc2c(=O)c(-c3ccccc3OC)coc2c1	11
COc1ccc(C2C3=C(CC(C)(C)CC3=O)Nc3ccccc3N2C(=O)c2ccc(Cl)cc2)cc1OC (centres undefined)	2
CC(/C=C1\SC(=S)N(c2ccc(F)cc2)C1=O)=C\c1ccccc1	-2
O=[N+]([O-])c1ccc2nc(Sc3nc4ccccc4s3)sc2c1	-9
CCC(C)(C)C1CCc2c(sc(NC(C)=O)c2C(N)=O)C1 (centres undefined)	0
COc1ccc(NC(=O)c2nn3c(c2Cl)NC(c2ccco2)CC3C(F)(F)F)cc1OC (centres undefined)	5
Cc1ccc(CN2CCN(/N=C\c3cccc(O)c3)CC2)cc1	-7
COC(=O)c1ccc(/C=N/NC(=O)CCC2C(=O)NN=C2C)cc1 (centres undefined)	1
COc1ccc(NC2=C(Cl)C(=O)N(c3cccc(Cl)c3)C2=O)c(OC)c1	-2
O=C(O)CCN1C(=O)/C(=C\C(Cl)=C/c2ccc([N+](=O)[O-])cc2)SC1=S	-7
COc1ccccc1/C=C1\SC(=S)N(NC(=O)c2cccnc2)C1=O	28
COc1ccc(O)c(CN2CCN(Cc3ccc(C)cc3)CC2)c1	3
CSc1ccccc1N=Cc1nc(-c2ccco2)oc1O	2
C=CCOc1ccc(S(=O)(=O)c2ccc(OCC=C)cc2)cc1	-11
COc1ccc(O)c(CN2CCN(Cc3ccc(F)cc3)CC2)c1	-28
Cc1ccc(C2Nc3ccccc3C(=O)N2c2ccc(C)cc2)cc1 (centres undefined)	-8
COc1ccccc1NC1C=CC(=O)C1Nc1ccccc1OC (centres undefined)	-1
Cc1ccc(NC(=O)C(=O)NCCN2CCN(S(=O)(=O)c3ccc4ccccc4c3)CC2)cc1	-34
Cc1ccc(N2C(=O)NC(=O)/C(=C\c3ccc(I)o3)C2=O)cc1C	19
O=C(O)/C=C\C(=O)Nc1ccccc1SC(F)(F)F	-20
CC(C)(C)c1ccccc1OCCCCn1ccnc1	-3
Cc1[nH]c2ccccc2c1/C=C/c1nc2ccccc2c(=O)n1C	-3
COc1cccc(NC(=O)c2ccc(CN3CCN(c4ccccc4)CC3)cc2)c1	8
Cc1ccc(C(=O)N2N=C(c3ccc(Cl)cc3)CC2(O)C(F)(F)F)o1 (centres undefined)	-8
COc1ccc(OC)c(N(CC(=O)NC(C)C)S(C)(=O)=O)c1	-2
O=C(COc1ccccc1)Nc1ccccc1CO	-8
C=CCc1c(C)nc(-c2ccccc2)nc1NN	14
Cc1cc(C)n2c(SCc3cccc(Oc4ccccc4)c3)nnc2n1	4
Cc1cc(Cl)ccc1NC(=O)c1ccccc1[N+](=O)[O-]	-2
Cc1cc2nc(-c3ccc(N)cc3)oc2cc1C	1
COC(=O)c1ccc(-c2nc3sc4c(c3c(=O)[nH]2)CCCC4)cc1	8
COc1ccc(NC(=O)CN(Cc2ccccc2)S(=O)(=O)c2ccccc2)cc1	-4
COc1cc(NC(=O)c2nn3c(c2Br)NC(c2cccs2)CC3C(F)(F)F)c(OC)cc1Cl (centres undefined)	-5
COc1ccc(C)cc1NC(=O)c1cc(C(F)(F)F)cc(C(F)(F)F)c1	2
Cc1cccc(N2C(=O)NC(=O)/C(=C/c3ccc(-c4ccc(C(=O)O)cc4)o3)C2=O)c1	60
CN(C)CCNCCP(=O)(c1ccccc1)c1ccccc1	-35

Reprinted from the entries so far for reference:
SMILES	VHR inh color
Cc1cccc(N2C(=O)NC(=O)/C(=C/c3ccc(-c4ccc(C(=O)O)cc4)o3)C2=O)c1	60
CN(C)CCNCCP(=O)(c1ccccc1)c1ccccc1	-35

Following part
SMILES	VHR inh color
O=C(NCCC(c1ccccc1)c1ccccc1)C(F)(F)F	-1
O=C1N/C(=N/S(=O)(=O)c2ccccc2)S/C1=C\c1cccnc1	-2
O=C(Nc1ccc(-c2ccc(Cl)cc2)cc1)c1ccco1	-10
O=C(Nc1nnc(-c2ccccc2)s1)c1ccco1	-12
c1csc(C2Nc3cccc4cccc(c34)N2)c1	26
Cn1cnnc1SCC(=O)n1c2ccccc2c2ccccc21	3
CCOc1c(I)cc(/C=C2\C(=O)NC(=O)N(c3ccc(OC)cc3)C2=O)cc1OC	-11
COc1cc(/C=C2\C(=O)NN(c3ccc(Cl)c(Cl)c3)C2=O)c([N+](=O)[O-])cc1OC	7
Cc1cccc(C)c1NS(=O)(=O)c1cccc2cccnc12	2
CCOC(=O)c1cccc(NC2C=CS(=O)(=O)C2)c1 (centres undefined)	-1
CC(=O)c1cccc(NC(=O)CSc2nc(C)cc(C)n2)c1	3
Cc1ccc(OCC(O)CN2CC(C)OC(C)C2)cc1C (centres undefined)	-23
CC1=NN(c2ccccc2)C(=O)/C1=C/c1cccn1-c1ccc([N+](=O)[O-])cc1	-22
Cc1cccc(CC2CC(=O)N(c3ccccc3)C2=O)c1 (centres undefined)	-4
CC(C)(C)c1nnc(NC(=O)c2cccs2)s1	-26
O=C(O)c1ccc(Oc2cccc([N+](=O)[O-])c2)cc1C(=O)O	-2
Cc1ccc(OCC(=O)Nc2ccc(Cl)cc2C)c(Br)c1	-1
O=C(Nc1ccc(S(=O)(=O)Nc2cnc3ccccc3n2)cc1)c1ccc(Cl)cc1Cl	8
COc1ccc(CN2CCN(C(=O)c3ccco3)CC2)cc1OCc1ccccc1	-8
CCOc1cc(C2Nc3ccccc3NC3=C2C(=O)CC(c2ccc(OC)cc2)C3)cc(Br)c1O (centres undefined)	2

19 neighbouring compounds from above, quoted:
SMILES	VHR inh color
Cc1cccc(N2C(=O)NC(=O)/C(=C/c3ccc(-c4ccc(C(=O)O)cc4)o3)C2=O)c1	60
CN(C)CCNCCP(=O)(c1ccccc1)c1ccccc1	-35
O=C(NCCC(c1ccccc1)c1ccccc1)C(F)(F)F	-1
O=C1N/C(=N/S(=O)(=O)c2ccccc2)S/C1=C\c1cccnc1	-2
O=C(Nc1ccc(-c2ccc(Cl)cc2)cc1)c1ccco1	-10
O=C(Nc1nnc(-c2ccccc2)s1)c1ccco1	-12
c1csc(C2Nc3cccc4cccc(c34)N2)c1	26
Cn1cnnc1SCC(=O)n1c2ccccc2c2ccccc21	3
CCOc1c(I)cc(/C=C2\C(=O)NC(=O)N(c3ccc(OC)cc3)C2=O)cc1OC	-11
COc1cc(/C=C2\C(=O)NN(c3ccc(Cl)c(Cl)c3)C2=O)c([N+](=O)[O-])cc1OC	7
Cc1cccc(C)c1NS(=O)(=O)c1cccc2cccnc12	2
CCOC(=O)c1cccc(NC2C=CS(=O)(=O)C2)c1 (centres undefined)	-1
CC(=O)c1cccc(NC(=O)CSc2nc(C)cc(C)n2)c1	3
Cc1ccc(OCC(O)CN2CC(C)OC(C)C2)cc1C (centres undefined)	-23
CC1=NN(c2ccccc2)C(=O)/C1=C/c1cccn1-c1ccc([N+](=O)[O-])cc1	-22
Cc1cccc(CC2CC(=O)N(c3ccccc3)C2=O)c1 (centres undefined)	-4
CC(C)(C)c1nnc(NC(=O)c2cccs2)s1	-26
O=C(O)c1ccc(Oc2cccc([N+](=O)[O-])c2)cc1C(=O)O	-2
Cc1ccc(OCC(=O)Nc2ccc(Cl)cc2C)c(Br)c1	-1

(further entries)
SMILES	VHR inh color
COc1ccccc1/C=C(\NC(=O)c1ccccc1)C(=O)NCCc1c[nH]c2ccccc12	24
O=C(Nc1ccccc1C(=O)O)c1ccc2c(c1)C(=O)N(c1ccc(O)cc1)C2=O	-9
O=C(NCCC1=CCCCC1)c1cc(Cl)ccc1[N+](=O)[O-]	6
O=Cc1ccc(OCc2ccccc2F)cc1	-7
COc1ccc(NC(=O)CN(c2cccc(C(F)(F)F)c2)S(C)(=O)=O)cc1OC	-12
Cc1cc(Cl)ccc1NS(=O)(=O)c1ccc([N+](=O)[O-])cc1	-15
O=C(O)C(Cc1ccccc1)N1C(=O)/C(=C/c2ccccc2[N+](=O)[O-])SC1=S (centres undefined)	11
Cc1cccc(C(=O)NNC(=O)C2CCCO2)c1 (centres undefined)	-10
CCOc1ccc(NC(=S)NC(=O)c2ccccc2)c([N+](=O)[O-])c1	-30
Cc1ccc(/C(O)=C2\C(=O)C(=O)N(c3ccc(O)cc3)C2c2ccccc2F)cc1 (centres undefined)	-3
COCc1cc(CN2CCOCC2)c(O)c2ncccc12	7
O=C(O)CCCc1nc2ccccc2s1	24
O=S(=O)(c1ccc(Oc2ccccc2)cc1)N1CCCCC1	-28
Cc1ccc(N(CC(=O)N2CCOCC2)S(=O)(=O)c2ccc(F)cc2)cc1	4
CC(=O)c1ccc(NC(=O)CSCC(=O)Nc2ccccc2)cc1	-11
O=C(Nc1cccc2ccccc12)c1ccc(Br)o1	-4
Cc1ccc(-c2cc(-c3cc(C)ccc3O)[nH]n2)cc1	-24
N#Cc1c(NC(=O)CSc2ccccc2)sc2c1CCCC2	-2
Cc1ccc(C(=O)N/C(=C\c2ccc(C(C)C)cc2)C(=O)NCCCN2CCOCC2)cc1	-30
C=CCc1cccc(/C=N/NC(=O)CSc2nc3ccccc3n2CC)c1O	1
Cc1cccc(N2C(=O)/C(=C/c3ccc(C(C)C)cc3)SC2=S)c1	9
CS(=O)(=O)N(CC(=O)Nc1ccc(Cl)c(Cl)c1)c1ccc(Cl)cc1	-9
CC(C)CC(=O)NC(NC(=S)Nc1cccc(Br)c1)C(Cl)(Cl)Cl (centres undefined)	14
Cc1ccc(N(CC(=O)N/N=C/c2ccccc2O)S(=O)(=O)c2ccccc2)cc1	70
COc1ccc(OCCOCCOc2ccc(OC)cc2)cc1	12
COC(C(=O)Nc1ccc(Br)cc1C(=O)c1ccccc1Cl)c1ccccc1 (centres undefined)	3
CN(C)/C=C1\N=C(c2ccccc2F)OC1=O	5
COc1ccc(N(CC(=O)Nc2cc(C)cc(C)c2)S(C)(=O)=O)cc1	-3
COc1ccc(C(NC(=O)c2ccccc2F)c2ccc(OC)c(OC)c2)cc1 (centres undefined)	5
Cc1ccc(C)c(NC(=O)C2CC(=O)N(c3ccc(Cl)cc3)C2)c1 (centres undefined)	-3
O=C(CN(c1ccc(F)cc1)S(=O)(=O)c1ccccc1)NCc1ccco1	-22
C=CCOc1cc(Br)c(/C=C2\C(=O)NC(=O)N(c3ccc(C)cc3)C2=O)cc1OC	2
COC(=O)C1=C(C)NC(=O)NC1c1ccc(O)cc1 (centres undefined)	-18
CC1=NN(C(=O)c2ccc([N+](=O)[O-])cc2)C(O)(C(F)(F)F)C1 (centres undefined)	-16
COc1ccc(C2NN=C(c3ccccc3)S2)c2ccccc12 (centres undefined)	-23
Oc1ccc(Cc2nc3ccccc3[nH]2)cc1	-17
CCOC(=O)CCN1C(=O)/C(=C/c2ccc(Cl)cc2Cl)SC1=S	96
CC(C)C12CN3CC(C(C)C)(CN(C1)C3c1c(O)ccc3ccccc13)C2=O (centres undefined)	-11
CCOc1cc(C(=O)NC(c2ccccc2)c2ccccc2)cc(OCC)c1OCC	6
O=C(CCCOc1ccccc1)Nc1ccc(Cl)c(Cl)c1	100
CC(Oc1ccccc1)C(=O)Nc1ccccc1F (centres undefined)	-11
COc1cc(OC)cc(C(=O)Nc2c(C)cc(Br)cc2C)c1	-15
Nc1ncc(Cc2ccccc2[N+](=O)[O-])s1	4
Cc1ccc(OCCc2c(C)n[nH]c2C)c(Cl)c1	10
COc1ccc(/C=N/N(C)CCN(C)/N=C/c2ccc(OC)cc2)cc1	2
Cc1cc2nc(-c3cc(NC(=O)COc4ccccc4)ccc3O)oc2cc1C	-1
COc1ccc(CCNC(=O)C(=O)N2CCCC2)cc1	15
Cc1c(Cl)cccc1N=C1NC(=O)/C(=C/c2ccc(O)c([N+](=O)[O-])c2)S1	1
O=C1C(Nc2ccccc2)=CC(c2ccc3c(c2)OCO3)N1c1ccccc1 (centres undefined)	7
N/C(=N\OC(=O)c1ccc(Cl)cc1Cl)c1ccc(Br)cc1	-10
Clc1ccc(C2=CSC3=NCCN23)cc1	-20
O=C(Nc1ccccc1F)c1cncc(Br)c1	-8
COc1cccc(OCCOc2ccc(/C=C3/SC(=S)N(c4ccccc4)C3=O)cc2OC)c1	-8
